MITF primary: inhibitors of human MITF; 650,000 compounds, 0.91% hits; AlphaScreen MITF homodimerization, bead proximity signal; inhibition, % at 2.6 µM; O75030; in the data active = inhibition above about 50%;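 also: 0% = vehicle wells with protein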
Target sequence (O75030 whole entry, looked up): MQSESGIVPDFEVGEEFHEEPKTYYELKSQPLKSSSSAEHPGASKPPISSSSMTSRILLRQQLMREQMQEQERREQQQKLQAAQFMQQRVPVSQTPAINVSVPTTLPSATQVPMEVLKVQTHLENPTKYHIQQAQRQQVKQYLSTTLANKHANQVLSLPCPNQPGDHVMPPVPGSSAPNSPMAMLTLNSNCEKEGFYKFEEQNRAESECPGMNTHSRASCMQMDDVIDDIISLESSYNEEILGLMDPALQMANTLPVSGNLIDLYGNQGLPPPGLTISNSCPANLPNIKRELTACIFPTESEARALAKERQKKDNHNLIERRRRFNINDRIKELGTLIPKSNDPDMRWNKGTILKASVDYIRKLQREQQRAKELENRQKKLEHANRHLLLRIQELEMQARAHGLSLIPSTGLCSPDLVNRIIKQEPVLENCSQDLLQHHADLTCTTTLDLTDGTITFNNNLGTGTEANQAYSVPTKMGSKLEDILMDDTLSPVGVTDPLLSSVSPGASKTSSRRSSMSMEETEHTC
GPR151 ag: activates the human receptor GPR151; Q8TDV0; PathHunter beta-arrestin GPR151 cells, luminescence; activation, % at 11.2 µM; 650,000 compounds, 1% hits; in the data active = activation above about 4.9%;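 also: 0% = median of compound wells and 100% = cells with positive control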
Target sequence (Q8TDV0 whole entry, looked up): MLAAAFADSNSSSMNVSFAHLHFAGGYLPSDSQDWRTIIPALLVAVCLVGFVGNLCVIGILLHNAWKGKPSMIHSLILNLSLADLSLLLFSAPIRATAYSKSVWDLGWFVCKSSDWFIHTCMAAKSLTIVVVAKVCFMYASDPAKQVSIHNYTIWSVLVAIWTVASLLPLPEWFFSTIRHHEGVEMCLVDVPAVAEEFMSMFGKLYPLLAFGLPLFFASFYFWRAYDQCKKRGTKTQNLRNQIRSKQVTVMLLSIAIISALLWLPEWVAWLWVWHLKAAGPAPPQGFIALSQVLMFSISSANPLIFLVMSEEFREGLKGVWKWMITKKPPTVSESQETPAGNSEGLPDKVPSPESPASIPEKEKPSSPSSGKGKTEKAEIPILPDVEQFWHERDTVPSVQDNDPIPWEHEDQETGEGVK
TEAD-YAP block: TEAD-YAP interaction inhibition; HEK-TIYL cells, TEAD-Gal4/YAP UAS-luciferase luminescence; inhibition, % at 9.12 µM; 640,000 compounds, 1.4% hits; in the data active = inhibition above about 32%;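 also: 0% = median of test compound wells and 100% = reference inhibitor wells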
FBW7 activator: human FBW7 E3 ligase activation, primary screen. 650,000 compounds, 0.13% hits. AlphaScreen FBW7–phospho-cyclin E peptide binding, activator screen. AID 1259310. Q969H0. normalized activity (activation), % at 26.1 µM; in the data active = normalized activity above about 1.9%;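 also: purified mutant Fbw7 with reduced substrate affinity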
An asterisk follows results filed as active.

C=CCNCCC1CCC(=O)N1Cc1ccc(F)cc1F (stereo not drawn) was read as MITF primary 15, GPR151 ag -0.5, TEAD-YAP block 13 and FBW7 activator -0.2.
COc1ccc(NC(=O)Cn2cnc(-c3ccc(F)cc3)cc2=O)cc1OC was read as MITF primary 15, GPR151 ag -0.2, TEAD-YAP block -5 and FBW7 activator 1.0.
For CC(C)C(NC(=O)/C(=C/c1ccccc1)NC(=O)c1ccccc1)C(=O)O (stereo not drawn) the results were MITF primary -11, GPR151 ag 0.7, TEAD-YAP block -3 and FBW7 activator -0.2.
COc1ccccc1N1CCN(C(=O)c2cccc(-n3c(=S)[nH]c4cc(Cl)ccc4c3=O)c2)CC1 was read as MITF primary 22, GPR151 ag -0.8, TEAD-YAP block 5 and FBW7 activator 0.0.
Screening O=C1NC(=Nc2cccc(O)c2)CS1 returned MITF primary 9, GPR151 ag 0.2, TEAD-YAP block -3 and FBW7 activator 0.3.
For C=CCOC(=O)C1=C(C)NC(=O)NC1c1ccc(O)c([N+](=O)[O-])c1 (stereo not drawn) the results were MITF primary 10, GPR151 ag -0.7, TEAD-YAP block -1 and FBW7 activator -0.1.
`CC(=O)c1ccc(C(=O)N=c2sc3cc(F)cc(F)c3n2C)cc1` gave MITF primary -6, GPR151 ag -0.3, TEAD-YAP block -1 and FBW7 activator 0.1.
CCn1cnc2scc(-c3cccc([N+](=O)[O-])c3)c2c1=O was read as MITF primary 13, GPR151 ag 0.6, TEAD-YAP block -6 and FBW7 activator 0.2.
For O=C(c1cccc(N2C(=O)C3C4C=CC(C4)C3C2=O)c1)N1CCN(c2ccccc2)CC1 (stereo not drawn) the results were MITF primary 7, GPR151 ag 0.3, TEAD-YAP block 1 and FBW7 activator 0.0.
For Cc1ccc(NC(=O)CSc2nc3nc(C)c(Cc4ccccc4F)c(C)n3n2)cc1Cl the results were MITF primary 2, GPR151 ag -1.0, TEAD-YAP block 24 and FBW7 activator -0.1.
`CCOC(=O)c1nn(CCO)c2c1CN(Cc1ccc(OC)cc1)CC2` gave MITF primary -8, GPR151 ag 0.8, TEAD-YAP block -3 and FBW7 activator 0.0.
Screening O=C(NC1CCCCCC1)c1c(F)cccc1F returned MITF primary 6, GPR151 ag -0.7, TEAD-YAP block -20 and FBW7 activator 0.3.
`Cc1cc(NC(=O)CSc2nc3c(C)ccc(C)c3cc2C#N)no1` gave MITF primary 0, GPR151 ag 0.5, TEAD-YAP block 6 and FBW7 activator 0.0.
CCOC(=O)c1c(NC(=O)COc2ccc([N+](=O)[O-])c(C)c2)sc(C(C)=O)c1C was read as MITF primary 9, GPR151 ag -0.1, TEAD-YAP block 9 and FBW7 activator -0.2.
`Cc1cc(=O)oc2ccc(OC(=O)c3ccc([N+](=O)[O-])cc3)cc12` gave MITF primary 18, GPR151 ag 1.6, TEAD-YAP block 1 and FBW7 activator 0.2.
CCOC(=O)c1[nH]c(C)c(C(=O)Nc2cc(OC)cc(OC)c2)c1C was read as MITF primary 0, GPR151 ag 0.1, TEAD-YAP block -2 and FBW7 activator 0.1.
Screening C=CCNC(=O)CN(c1ccccc1OC)S(C)(=O)=O returned MITF primary 16, GPR151 ag -0.7, TEAD-YAP block -10 and FBW7 activator 0.5.
Cc1cc(N)nc(Nc2ccc3ncccc3c2)n1 was read as MITF primary 5, GPR151 ag -3.6, TEAD-YAP block -38 and FBW7 activator 0.1.
Screening COc1ccc(CCNC(=O)c2c(O)c3cc(OC)c(OC)cc3[nH]c2=O)cc1 returned MITF primary 6, GPR151 ag 1.0, TEAD-YAP block 6 and FBW7 activator 0.5.
Screening CCCNC(=O)c1ccc2nc(Nc3ccccc3)sc2c1 returned MITF primary 10, GPR151 ag 0.8, TEAD-YAP block -26 and FBW7 activator 0.1.

Random excerpt: 3 compounds from above
For C=CCOC(=O)C1=C(C)NC(=O)NC1c1ccc(O)c([N+](=O)[O-])c1 (stereo not drawn) the results were MITF primary 10, GPR151 ag -0.7, TEAD-YAP block -1 and FBW7 activator -0.1.
For O=C(c1cccc(N2C(=O)C3C4C=CC(C4)C3C2=O)c1)N1CCN(c2ccccc2)CC1 (stereo not drawn) the results were MITF primary 7, GPR151 ag 0.3, TEAD-YAP block 1 and FBW7 activator 0.0.
COc1ccccc1N1CCN(C(=O)c2cccc(-n3c(=S)[nH]c4cc(Cl)ccc4c3=O)c2)CC1 was read as MITF primary 22, GPR151 ag -0.8, TEAD-YAP block 5 and FBW7 activator 0.0.

(listing goes on)
Screening CC1(c2ccccc2)C(C#N)=C(S)NC(=O)C1C#N (stereo not drawn) returned MITF primary 6, GPR151 ag -1.5, TEAD-YAP block 1 and FBW7 activator -0.1.
Cn1c(SCc2ccccc2)nnc1C1CCCN(Cc2ccccn2)C1 (stereo not drawn) was read as MITF primary 61*, GPR151 ag 0.1, TEAD-YAP block -3 and FBW7 activator -0.3.
For CN1CCN(C2=CC(=O)OC23CCCCC3)CC1 the results were MITF primary 6, GPR151 ag 0.4, TEAD-YAP block 14 and FBW7 activator -0.1.
Cc1cccn2cc(-c3ccc(S(=O)(=O)N(C)C)cc3)nc12 was read as MITF primary 9, GPR151 ag 0.0, TEAD-YAP block -20 and FBW7 activator 0.1.
For CCOc1ccc(NC(=O)c2oc3ccccc3c2NC(C)=O)cc1 the results were MITF primary 17, GPR151 ag -0.4, TEAD-YAP block -3 and FBW7 activator 0.7.
For COc1ccc(C2C(C(N)=O)=C(C)Nc3nc(-c4cccc(C)c4)nn32)cc1OC (stereo not drawn) the results were MITF primary 8, GPR151 ag 1.9, TEAD-YAP block -3 and FBW7 activator -0.1.
For COc1ccc(/C=C2\N=C(c3ccccc3Cl)OC2=O)cc1OC(C)=O the results were MITF primary 9, GPR151 ag -1.3, TEAD-YAP block 1 and FBW7 activator 0.4.
Screening O=C1N[C@@H](CO)C(=O)N2CCN(C(=O)Oc3ccccc3)C[C@H]12 returned MITF primary -2, GPR151 ag -1.5, TEAD-YAP block 1 and FBW7 activator 0.7.
CC(Oc1cccc(Br)c1)C(=O)NNC(=O)c1ccccn1 (stereo not drawn) was read as MITF primary 14, GPR151 ag 0.1, TEAD-YAP block 25 and FBW7 activator -1.1.
For O=C(O)c1ccccc1C(=O)Nc1ccc(Br)c(C(F)(F)F)c1 the results were MITF primary 4, GPR151 ag 1.1, TEAD-YAP block 6 and FBW7 activator -0.2.
For COc1ccccc1-c1ccc2c(-c3cnn(C)c3)[nH]nc2n1 the results were MITF primary 9, GPR151 ag -0.1, TEAD-YAP block 9 and FBW7 activator 0.1.
Oc1c(C(Nc2nccs2)c2cccnc2)ccc2cccnc12 (stereo not drawn) was read as MITF primary 89*, GPR151 ag 0.6, TEAD-YAP block 67* and FBW7 activator -0.4.
`NC(=O)CSc1nc2ccccc2n1CC(=O)NC1CCCC1` gave MITF primary -8, GPR151 ag 0.4, TEAD-YAP block 5 and FBW7 activator -0.1.
For COc1ccc(OC)c(NC(=O)COc2ccc(Cl)cc2Cl)c1 the results were MITF primary 4, GPR151 ag 0.3, TEAD-YAP block -45 and FBW7 activator 0.0.
Screening Cc1ccccc1Nc1nc(N)nc(CN2CCN(C(=O)c3ccccc3)CC2)n1 returned MITF primary -10, GPR151 ag 0.9, TEAD-YAP block -3 and FBW7 activator -0.3.
O=C(CSc1ccccc1C(=O)O)Nc1ccccc1 was read as MITF primary 2, GPR151 ag -1.0, TEAD-YAP block 12 and FBW7 activator 0.1.
CC(/C=N/NC(=O)CNc1n[nH]c(=O)[nH]c1=O)c1ccccc1 (stereo not drawn) was read as MITF primary 2, GPR151 ag 2.4, TEAD-YAP block 6 and FBW7 activator 0.8.
For O=C(NNS(=O)(=O)c1ccccc1[N+](=O)[O-])c1ccc(O)cc1 the results were MITF primary -6, GPR151 ag 1.9, TEAD-YAP block -4 and FBW7 activator -0.1.
Screening CCOC(=O)c1cc2sc(C)cc2[nH]1 returned MITF primary 15, GPR151 ag -1.5, TEAD-YAP block -2 and FBW7 activator 0.5.
`Cc1cccn2c(CN(C)Cc3nc4ccc(F)cc4[nH]3)c(C(=O)N3CCCCC3)nc12` gave MITF primary 8, GPR151 ag -0.5, TEAD-YAP block 9 and FBW7 activator 0.0.

Among those listed so far, 3 have a COOH group:
For CC(C)C(NC(=O)/C(=C/c1ccccc1)NC(=O)c1ccccc1)C(=O)O (stereo not drawn) the results were MITF primary -11, GPR151 ag 0.7, TEAD-YAP block -3 and FBW7 activator -0.2.
For O=C(O)c1ccccc1C(=O)Nc1ccc(Br)c(C(F)(F)F)c1 the results were MITF primary 4, GPR151 ag 1.1, TEAD-YAP block 6 and FBW7 activator -0.2.
O=C(CSc1ccccc1C(=O)O)Nc1ccccc1 was read as MITF primary 2, GPR151 ag -1.0, TEAD-YAP block 12 and FBW7 activator 0.1.

The list continues:
COc1ccc(-c2csc3ncn(C(C)C(=O)O)c(=O)c23)cc1OC (stereo not drawn) was read as MITF primary 8, GPR151 ag 0.7, TEAD-YAP block -8 and FBW7 activator 0.0.
Screening CC(=O)N1CCc2c(sc(NC(=O)CSc3ccc(F)cc3)c2C(N)=O)C1 returned MITF primary 13, GPR151 ag -0.5, TEAD-YAP block 0 and FBW7 activator 0.1.
For Cc1cc(C(=O)N/N=C2\CCCC(=O)C2)c(C)n1-c1ccc(F)cc1 the results were MITF primary -3, GPR151 ag 1.0, TEAD-YAP block -4 and FBW7 activator -0.4.
For O=C(NCc1ccccn1)c1cc(=O)c2ccccc2o1 the results were MITF primary 12, GPR151 ag 1.3, TEAD-YAP block 1 and FBW7 activator -0.2.
`Cc1[nH]c2ccc(F)cc2c1CCN=C(N)NS(=O)(=O)c1ccccc1` gave MITF primary 13, GPR151 ag 0.7, TEAD-YAP block -5 and FBW7 activator 0.0.
COC(=O)c1cc(NC(=O)Cn2ncc3c2-c2cc(C)ccc2OC3)cc(C(=O)OC)c1 was read as MITF primary 4, GPR151 ag 0.3, TEAD-YAP block -8 and FBW7 activator 0.0.
COc1cc(NC(=O)c2ccc3c(c2)C(=O)N(CC2CCCO2)C3=O)c(C(=O)O)cc1OC (stereo not drawn) was read as MITF primary 13, GPR151 ag -0.6, TEAD-YAP block 0 and FBW7 activator 0.0.
`CCCCC(O)(CCCC)C(=O)N/N=C/c1ccc(OC)c(OC)c1` gave MITF primary 2, GPR151 ag -0.2, TEAD-YAP block -17 and FBW7 activator 0.6.
COc1ccc(Cl)cc1NC(=O)NNC(=O)c1ccccn1 was read as MITF primary 29, GPR151 ag -0.8, TEAD-YAP block -5 and FBW7 activator -0.3.
`Cc1ccc(NC(=O)N2CCN3CCCC3C2)cc1` (stereo not drawn) gave MITF primary 6, GPR151 ag 1.9, TEAD-YAP block 1 and FBW7 activator 0.0.
Screening O=C(c1cn(-c2ccccc2)nc1-c1ccc(Cl)s1)N1CCOCC1 returned MITF primary 2, GPR151 ag -0.6, TEAD-YAP block -5 and FBW7 activator 0.1.
C/C(CC(=O)Nc1cccc(Cl)c1Cl)=N\NC(=O)c1ccccc1N was read as MITF primary 0, GPR151 ag 1.5, TEAD-YAP block -33 and FBW7 activator 1.3.
CCCCCC(=O)Nc1nnc(Cc2ccc(OC)c(OC)c2)s1 was read as MITF primary 15, GPR151 ag 1.3, TEAD-YAP block 10 and FBW7 activator 0.1.
CC(=O)N1CCC2(CC1)OC(=O)C(C)=C2C(=O)O was read as MITF primary 8, GPR151 ag 1.8, TEAD-YAP block 3 and FBW7 activator 0.5.
`CC(=O)c1ccc(-c2ccc(Nc3ccc(N4CCOCC4)cc3)nc2)cc1` gave MITF primary 24, GPR151 ag -0.5, TEAD-YAP block -18 and FBW7 activator -0.5.
`COc1ccccc1C1CC(c2c(-c3ccccc3)c3cc(Br)ccc3[nH]c2=O)=NN1C(=O)c1ccco1` (stereo not drawn) gave MITF primary -3, GPR151 ag -0.5, TEAD-YAP block 9 and FBW7 activator -0.2.
`CN(C)Cc1c(C(=O)N/N=C/c2ccc(N(C)C)cc2)nnn1-c1nonc1N` gave MITF primary 7, GPR151 ag 2.4, TEAD-YAP block -7 and FBW7 activator -0.2.
For CC(C)C(c1nnnn1Cc1ccco1)N1CCN(c2ccccc2F)CC1 (stereo not drawn) the results were MITF primary 10, GPR151 ag 0.9, TEAD-YAP block 0 and FBW7 activator 0.1.
CC(NC(=O)c1ccccc1OCC(=O)NC12CC3CC(CC(C3)C1)C2)c1ccccc1 (stereo not drawn) was read as MITF primary 17, GPR151 ag 0.4, TEAD-YAP block 8 and FBW7 activator 0.1.
For CC1CCc2c(sc(NC(=O)COc3ccccc3C(C)(C)C)c2C#N)C1 (stereo not drawn) the results were MITF primary 4, GPR151 ag 0.0, TEAD-YAP block 1 and FBW7 activator 0.1.
`Cc1nnc(NC2CCCCC2)[nH]c1=O` gave MITF primary 12, GPR151 ag -0.1, TEAD-YAP block 12 and FBW7 activator 0.1.
`O=C(O)CCC(=O)N1CCC(C(O)(c2ccccc2)c2ccccc2)CC1` gave MITF primary -8, GPR151 ag -0.8, TEAD-YAP block 2 and FBW7 activator -0.4.
C[C@@H](O)C(=O)N1CCCC(Nc2ccc3[nH]ncc3c2)C1 (stereo partly drawn) was read as MITF primary 19, GPR151 ag -0.8, TEAD-YAP block 9 and FBW7 activator 0.3.
`Cc1c(CNCc2cccs2)c(C(=O)O)c(C)n1Cc1ccccc1F` gave MITF primary 17, GPR151 ag -1.1, TEAD-YAP block -2 and FBW7 activator -0.2.
`Cc1cc(C(F)(F)F)nc(CCNC(=O)Cn2nnnc2CN(C)C(C)C)n1` gave MITF primary -3, GPR151 ag -0.7, TEAD-YAP block -10 and FBW7 activator -0.1.
For CCOc1ccc(NC(=O)c2ccccc2C(=O)O)cc1 the results were MITF primary 15, GPR151 ag -0.9, TEAD-YAP block 3 and FBW7 activator 0.1.
